Bioassay records (PubChem BioAssay)
dFosB activator = enhances mouse delta FosB homodimer DNA binding | 340,000 compounds, 0.99% hits | purified delta FosB, TAMRA-CDK5 oligo fluorescence polarization; percent of positive-control signal above neutral wells | P13346 | activation, % at 25 µM;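 active = mean activation above about 17%, with every replicate also reaching it, limit read from the data, passing the limit was not always enough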;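 also: fluorescence polarization rise as delta FosB binds a TAMRA Cdk5 AP-1 oligo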
Wnt bcat act = Wnt/beta-catenin pathway activation. Wnt/beta-catenin reporter cell assay, activator, plate reader. activation, % at 9.35 µM. 300,000 compounds, 1.2% hits; in the data active = activation above about 30%, passing the limit was not always enough;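 also: 0% = neutral control wells and 100% = positive control wells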
cardiac RTF act = increases calcium sensitivity of human cardiac regulated thin filaments. IANBD-labeled TnC RTF fluorescence at EC20 calcium; 0% EC20 calcium, 100% full calcium. activation, % at 7.2 µM. 340,000 compounds, 0.24% hits. P19429+P45379;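 active = activation above the mean over all tested compounds plus 3 SD, cut at about 30% in these data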;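 also: rise in fluorescence read as greater calcium sensitivity of cardiac thin filaments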
CDK5 p35 inh = inhibitors of human CDK5/p35 kinase. Q00535+Q15078. AID 488839. inhibition, % at 10 µM. Recombinant CDK5/p35, ADP-Glo luminescence, 60 min. 330,000 compounds, 0.01% hits;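 active = highest replicate inhibition of at least 50% and at least 75% of replicates reaching 50%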;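 also: plate controls were DMSO neutral control for no effect and GW8510 at 10 µM for full effect; many of its hits are not listed in these tables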
SR-BI DiI inh = inhibitors of mouse SR-BI mediated HDL lipid uptake. 320,000 compounds, 0.96% hits. inhibition, % at 12.5 µM. AID 488896. ldlA[mSR-BI] CHO cells, DiI-HDL uptake fluorescence, 3 h;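 active = mean replicate inhibition of at least 70% and a set share of replicates each scoring 70 or more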;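 also: 0% = median of neutral control wells and 100% = median of positive control wells; values of inactives mirror those of a sister screen read the other way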
Target sequence (Q61009 whole entry, looked up): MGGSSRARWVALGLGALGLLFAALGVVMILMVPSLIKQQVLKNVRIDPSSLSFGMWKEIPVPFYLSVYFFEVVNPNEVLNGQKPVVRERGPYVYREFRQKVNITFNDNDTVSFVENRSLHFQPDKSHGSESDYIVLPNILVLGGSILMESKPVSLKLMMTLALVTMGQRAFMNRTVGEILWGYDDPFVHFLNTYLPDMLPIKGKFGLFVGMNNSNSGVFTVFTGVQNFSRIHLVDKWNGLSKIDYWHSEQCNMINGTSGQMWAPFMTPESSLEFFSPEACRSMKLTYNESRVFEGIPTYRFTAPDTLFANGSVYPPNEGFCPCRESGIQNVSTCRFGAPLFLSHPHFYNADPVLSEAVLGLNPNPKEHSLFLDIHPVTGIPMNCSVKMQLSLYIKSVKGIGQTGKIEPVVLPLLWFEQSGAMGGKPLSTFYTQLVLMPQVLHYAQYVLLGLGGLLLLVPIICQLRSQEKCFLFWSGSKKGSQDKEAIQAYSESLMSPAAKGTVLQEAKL
PvdQ inh = blocks Pseudomonas aeruginosa PvdQ acylase activity; purified PvdQ acylase, fluorescence plate reader; inhibition, % at 10 µM; 340,000 compounds, 0.063% hits; AID 488965; in the data active = inhibition above about 30%, passing the limit was not always enough;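 also: 0% = vehicle neutral wells and 100% = reference inhibitor wells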
Rtt109 HAT inh = C. albicans Rtt109 histone acetyltransferase inhibition. Q5AAJ8. 330,000 compounds, 0.16% hits. purified Rtt109/Vps75, ThioGlo CoA-SH fluorescence, 4 h. AID 540336. inhibition, % at 34.9 µM;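 active = inhibition of at least 50% in every replicate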
Target sequence (Q5AAJ8 whole entry, looked up): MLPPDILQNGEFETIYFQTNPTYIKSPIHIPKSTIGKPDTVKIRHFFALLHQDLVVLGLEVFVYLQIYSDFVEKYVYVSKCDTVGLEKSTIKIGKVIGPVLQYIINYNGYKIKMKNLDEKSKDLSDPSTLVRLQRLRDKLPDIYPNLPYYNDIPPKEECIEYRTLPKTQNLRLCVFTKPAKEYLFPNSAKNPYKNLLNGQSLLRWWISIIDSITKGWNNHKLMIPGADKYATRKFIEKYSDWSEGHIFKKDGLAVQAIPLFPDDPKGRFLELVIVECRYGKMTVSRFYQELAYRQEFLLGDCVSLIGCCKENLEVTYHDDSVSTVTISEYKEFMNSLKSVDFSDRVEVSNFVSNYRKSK
SR-BI uptake up = activators of SR-BI mediated HDL lipid uptake; activation, % at 12.5 µM; 320,000 compounds, 0.096% hits; CHO ldlA[mSR-BI] cells, DiI-HDL uptake fluorescence, 3 h; 100 = double the neutral-control signal;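 active = mean replicate activation of at least 60% and every replicate at or above 60%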;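 also: 0% = median plate neutral-control signal and 100% = twice that signal; values of inactives mirror those of a sister screen read the other way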
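Test system: SR-BI-overexpressing, LDLR-lacking CHO cells; Medium: Ham's F12 with 0.5% BSA, HEPES 25 mM, pH 7.4; Schedule: 3 h, 37 °C; Technique: bottom-read fluorescence, 550/595 nm.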
MITF TRPM1 HTS = activators of MITF-driven TRPM1 promoter activity in SK-MEL-5 cells; SK-MEL-5 TRPM1-promoter luciferase, 24 h; % of positive control, neutral wells = 0; activation, % at 12.5 µM; 300,000 compounds, 0.75% hits; AID 588334;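 active = mean activation of at least 80% with every replicate also reaching 80%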;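 also: 0% = neutral control wells and 100% = parthenolide positive control wells; values of inactives mirror those of a sister screen read the other way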
HTR5A ag = counter-screen for OPRM1-OPRD1 agonists: human HTR5A agonism; HTR5A agonist assay, luminescence, cell-based; activation, % at 9.3 µM; 340,000 compounds, 0.61% hits; in the data active = activation mostly above about 9.5%, no sharp cut-off; inactive = mostly below about 7.6%;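 also: 0% = cells with vehicle only and 100% = reference agonist; strong numbers were not always called active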
Numbers without * were called inactive. Random draw from the library. About 4.4% of those tested had a hit in this group.

Results for NC(=O)C1CCN(c2nc3ccccc3nc2NS(=O)(=O)c2ccc(Br)cc2)CC1 ?
dFosB activator: -7; Wnt bcat act: 5; cardiac RTF act: -3; CDK5 p35 inh: -0.7; SR-BI DiI inh: 5; PvdQ inh: 7; Rtt109 HAT inh: -5; SR-BI uptake up: -5; MITF TRPM1 HTS: -4; HTR5A ag: 2

How did CCCN(CC(=O)Nc1ccccc1C)C(=O)c1cccc(S(=O)(=O)N2CCc3ccccc3C2)c1 do in these assays?
dFosB activator: -21; Wnt bcat act: -3; cardiac RTF act: 4; CDK5 p35 inh: 0.5; SR-BI DiI inh: 64; PvdQ inh: -11; Rtt109 HAT inh: -4; SR-BI uptake up: -64; MITF TRPM1 HTS: -20; HTR5A ag: 5

Results for O=c1cc(CSc2nnc(COc3ccccc3Cl)o2)nc2sccn12 ?
dFosB activator: -5; Wnt bcat act: -5; cardiac RTF act: -2; CDK5 p35 inh: 1.6; SR-BI DiI inh: -11; PvdQ inh: -5; Rtt109 HAT inh: -8; SR-BI uptake up: 11; MITF TRPM1 HTS: 10; HTR5A ag: 4

Results for Cc1ccc(-c2nc3ncccn3c2NC2CCCCC2)o1 ?
dFosB activator: -9; Wnt bcat act: 8; cardiac RTF act: -6; CDK5 p35 inh: 3.3; SR-BI DiI inh: 6; PvdQ inh: -5; Rtt109 HAT inh: 20; SR-BI uptake up: -6; MITF TRPM1 HTS: 1; HTR5A ag: -2

How did CCCCC(CC)C(=O)Nc1ccc(C#N)cc1 (stereo not drawn) do in these assays?
dFosB activator: -2; Wnt bcat act: -7; cardiac RTF act: -4; CDK5 p35 inh: 1.8; SR-BI DiI inh: 27; PvdQ inh: -1; Rtt109 HAT inh: -3; SR-BI uptake up: -27; MITF TRPM1 HTS: -4; HTR5A ag: -3

How did COc1ccc2oc3cc(C)[n+]([O-])c(-c4ccc(Cl)cc4)c3c2c1 do in these assays?
dFosB activator: -18; cardiac RTF act: -7; CDK5 p35 inh: -1.5; SR-BI DiI inh: 11; PvdQ inh: 3; Rtt109 HAT inh: 0; SR-BI uptake up: -11; MITF TRPM1 HTS: -27; HTR5A ag: 1

How did CCOc1ccccc1N(C(=O)c1snc(C(N)=O)c1N)C(CC)C(=O)NC1CCCC1 (stereo not drawn) do in these assays?
dFosB activator: -9; Wnt bcat act: -1; cardiac RTF act: 0; CDK5 p35 inh: -0.8; SR-BI DiI inh: 41; PvdQ inh: 1; Rtt109 HAT inh: -2; SR-BI uptake up: -41; MITF TRPM1 HTS: -7; HTR5A ag: 0

Results for CCOC(=O)c1c(C)n(CC(O)CN(CC)CC)c2cc(Br)c(OC)cc12 (stereo not drawn) ?
dFosB activator: 5; Wnt bcat act: 0; cardiac RTF act: -1; CDK5 p35 inh: -2.9; SR-BI DiI inh: -15; PvdQ inh: -8; Rtt109 HAT inh: -11; SR-BI uptake up: 15; MITF TRPM1 HTS: 3; HTR5A ag: -2

How did CCN1C(=O)/C(=C\N2CCN(c3cccc(Cl)c3)CC2)SC1=S do in these assays?
dFosB activator: -13; cardiac RTF act: 9; CDK5 p35 inh: 1.5; SR-BI DiI inh: 8; PvdQ inh: -16; Rtt109 HAT inh: 10; SR-BI uptake up: -8; MITF TRPM1 HTS: 18; HTR5A ag: -1

How did O=C1c2ccccc2C(=O)N1OCCOCCOCCON1C(=O)c2ccccc2C1=O do in these assays?
dFosB activator: -2; Wnt bcat act: 45*; cardiac RTF act: 3; CDK5 p35 inh: 4.0; SR-BI DiI inh: -18; PvdQ inh: -9; Rtt109 HAT inh: 5; SR-BI uptake up: 18; MITF TRPM1 HTS: -10; HTR5A ag: -4

Reprinted at random: 2 entries already listed.
How did CCOc1ccccc1N(C(=O)c1snc(C(N)=O)c1N)C(CC)C(=O)NC1CCCC1 (stereo not drawn) do in these assays?
dFosB activator: -9; Wnt bcat act: -1; cardiac RTF act: 0; CDK5 p35 inh: -0.8; SR-BI DiI inh: 41; PvdQ inh: 1; Rtt109 HAT inh: -2; SR-BI uptake up: -41; MITF TRPM1 HTS: -7; HTR5A ag: 0

How did COc1ccc2oc3cc(C)[n+]([O-])c(-c4ccc(Cl)cc4)c3c2c1 do in these assays?
dFosB activator: -18; cardiac RTF act: -7; CDK5 p35 inh: -1.5; SR-BI DiI inh: 11; PvdQ inh: 3; Rtt109 HAT inh: 0; SR-BI uptake up: -11; MITF TRPM1 HTS: -27; HTR5A ag: 1

Next structures:
How did Cc1cc(C)c2nc(C(F)(F)F)nc(NCCCN3CCOCC3)c2c1 do in these assays?
dFosB activator: 1; cardiac RTF act: -5; CDK5 p35 inh: 0.6; SR-BI DiI inh: 19; PvdQ inh: 18; Rtt109 HAT inh: 10; SR-BI uptake up: -19; HTR5A ag: 1

How did CSCC[C@H](NC(=O)C1CCN(S(=O)(=O)c2ccc(C)cc2C)CC1)c1nc2ccccc2[nH]1 do in these assays?
dFosB activator: -9; Wnt bcat act: -11; cardiac RTF act: 3; CDK5 p35 inh: 0.3; SR-BI DiI inh: -6; PvdQ inh: -14; Rtt109 HAT inh: 14; SR-BI uptake up: 6; MITF TRPM1 HTS: -25; HTR5A ag: 1

What do the screens show for `O=C(CSC1=NNC(c2ccccn2)S1)Nc1cccc(Cl)c1` (stereo not drawn)?
dFosB activator: -9; Wnt bcat act: -4; CDK5 p35 inh: 0.5; SR-BI DiI inh: 78*; PvdQ inh: -15; Rtt109 HAT inh: 3; SR-BI uptake up: -78

Results for COc1cc(N=Nc2ccccc2C(=O)O)ccc1O ?
dFosB activator: -11; Wnt bcat act: 7; cardiac RTF act: 1; CDK5 p35 inh: 1.5; SR-BI DiI inh: 6; PvdQ inh: -12; Rtt109 HAT inh: -4; SR-BI uptake up: -6; MITF TRPM1 HTS: -12; HTR5A ag: -4

How did COc1ccc2nc(SCC(=O)Nc3ccc4[nH]c(=O)[nH]c4c3)[nH]c2c1 do in these assays?
dFosB activator: 1; Wnt bcat act: 3; cardiac RTF act: -4; CDK5 p35 inh: 0.0; SR-BI DiI inh: 62; PvdQ inh: -9; Rtt109 HAT inh: -11; SR-BI uptake up: -62; MITF TRPM1 HTS: -15; HTR5A ag: -4

What do the screens show for `O=C1N/C(=N\N=C\c2cccs2)SC1Cc1cccc(Cl)c1` (stereo not drawn)?
dFosB activator: 15; cardiac RTF act: 4; CDK5 p35 inh: -1.7; SR-BI DiI inh: -15; PvdQ inh: -4; Rtt109 HAT inh: 4; SR-BI uptake up: 15; MITF TRPM1 HTS: -4; HTR5A ag: -3

What do the screens show for `O=C(C(=S)N1CCOCC1)c1c[nH]c2ccccc12`?
dFosB activator: -5; Wnt bcat act: 1; cardiac RTF act: 13; CDK5 p35 inh: 1.0; SR-BI DiI inh: 1; PvdQ inh: -12; Rtt109 HAT inh: -8; SR-BI uptake up: -1; MITF TRPM1 HTS: 5; HTR5A ag: -3

How did CC(C)(C)c1ccc(CNC(=O)C2CCCN2C(=O)Nc2ccccc2)cc1 (stereo not drawn) do in these assays?
dFosB activator: -2; Wnt bcat act: -1; cardiac RTF act: -3; CDK5 p35 inh: -0.1; SR-BI DiI inh: -3; PvdQ inh: -4; Rtt109 HAT inh: -14; SR-BI uptake up: 3; MITF TRPM1 HTS: -9; HTR5A ag: -1

Results for CC(C)C[C@@H](CNCC(=O)[C@H](Cc1c[nH]c2ccccc12)NC(=O)c1[nH]cnc1C(=O)N[C@@H](C)CN)NC(=O)c1nc[nH]c1C(=O)N[C@@H](Cc1ccccc1)C(=O)O ?
dFosB activator: -15; Wnt bcat act: -2; cardiac RTF act: 8; CDK5 p35 inh: 1.1; SR-BI DiI inh: -30; PvdQ inh: -17; Rtt109 HAT inh: 0; SR-BI uptake up: 30; MITF TRPM1 HTS: -7; HTR5A ag: 2

Results for COCc1nc2ccccc2n1Cc1ccc(Br)cc1 ?
dFosB activator: -4; cardiac RTF act: 0; CDK5 p35 inh: -1.3; SR-BI DiI inh: -2; PvdQ inh: -6; Rtt109 HAT inh: 0; SR-BI uptake up: 2; MITF TRPM1 HTS: 19; HTR5A ag: 2

How did CN(CCCC(=O)NC1CC(C)(C)NC(C)(C)C1)S(=O)(=O)c1ccc([N+](=O)[O-])cc1 do in these assays?
dFosB activator: 5; Wnt bcat act: -9; cardiac RTF act: -4; CDK5 p35 inh: 1.5; SR-BI DiI inh: -19; PvdQ inh: 5; Rtt109 HAT inh: -2; SR-BI uptake up: 19; MITF TRPM1 HTS: -9; HTR5A ag: -1

What do the screens show for `Cc1cccc(NC(=O)CN2CCOCC2)c1C`?
dFosB activator: 1; Wnt bcat act: 0; cardiac RTF act: -6; CDK5 p35 inh: 1.3; SR-BI DiI inh: -20; PvdQ inh: 5; Rtt109 HAT inh: -8; SR-BI uptake up: 20; MITF TRPM1 HTS: -9; HTR5A ag: 9.8*

What do the screens show for `CC(=O)Nc1ccccc1OCC(=O)NCC(F)(F)F`?
dFosB activator: -6; Wnt bcat act: 0; cardiac RTF act: 2; CDK5 p35 inh: 0.1; SR-BI DiI inh: -7; PvdQ inh: -3; Rtt109 HAT inh: 2; SR-BI uptake up: 7; MITF TRPM1 HTS: 8; HTR5A ag: 4

How did CC1(OC(=O)CCc2ccccc2)C(=O)C=C2C=C(c3ccc(C#N)cc3)N(C3CC3)C=C2C1=O (stereo not drawn) do in these assays?
dFosB activator: -1; Wnt bcat act: -6; cardiac RTF act: 7; CDK5 p35 inh: -8.5; SR-BI DiI inh: 6; PvdQ inh: -2; Rtt109 HAT inh: 7; SR-BI uptake up: -6; MITF TRPM1 HTS: -9; HTR5A ag: 5

What do the screens show for `O=C1NCC2=C1C(c1ccccc1)Nc1ccccc1N2` (stereo not drawn)?
dFosB activator: -11; Wnt bcat act: 13; cardiac RTF act: 10; CDK5 p35 inh: 1.0; SR-BI DiI inh: 0; PvdQ inh: -7; Rtt109 HAT inh: -1; SR-BI uptake up: 4; MITF TRPM1 HTS: 10; HTR5A ag: 1

How did O=C(O)c1ccc(/C=N/O)cc1 do in these assays?
dFosB activator: -1; Wnt bcat act: -1; cardiac RTF act: -1; CDK5 p35 inh: -1.6; PvdQ inh: -10; Rtt109 HAT inh: -6; MITF TRPM1 HTS: -5; HTR5A ag: 3

How did O=C(Cc1ccc(F)cc1)N1CCC2(CC1)NCCc1[nH]cnc12 do in these assays?
dFosB activator: -2; Wnt bcat act: 0; cardiac RTF act: -3; CDK5 p35 inh: -0.4; SR-BI DiI inh: -14; PvdQ inh: 6; Rtt109 HAT inh: 2; SR-BI uptake up: 14; MITF TRPM1 HTS: -4; HTR5A ag: 2

How did O=C(NCC1CCCN(C(=O)c2cc(Cl)ccc2F)C1)c1ccc(F)cc1 (stereo not drawn) do in these assays?
dFosB activator: -4; Wnt bcat act: 3; cardiac RTF act: -1; CDK5 p35 inh: -4.8; SR-BI DiI inh: 4; PvdQ inh: -4; Rtt109 HAT inh: -7; SR-BI uptake up: -4; MITF TRPM1 HTS: 9; HTR5A ag: 8
